# Myeloid diff MLP: promotes myeloid progenitor differentiation; 360,000 compounds, 1% hits; calls only at 10 µM; AID 624256; ER-HoxA9 myeloid progenitors, lysozyme-GFP differentiation, flow cytometry;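 active means normalized GFP-positive differentiation at or above the plate's own cutoff, the solvent-only control mean plus 3 SD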;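 further: cells exposed to compound for four days before flow analysis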
# HIV peptide binding: cell-free HIV fusion peptide-binding blockers – biochemical, uHTS, fluorescence dequenching, primary screen (AID 1986); 290,000 compounds, 0.3% hits; inhibition, % at 20 µM; hits with a dose series show IC50 in µM; cell-free peptide binding, fluorescence dequenching, 30 min; higher % means a stronger effect; in the data active means inhibition mostly above about 52%, no sharp cut-off; inactive means mostly below about 76%; further: some results filed as inactive read as strong as hits
# Siah-1 displacement: blockers of Siah-1 interaction with plectin peptide – biochemical, fluorescence polarization, rhodamine-plectin, uHTS, primary screen (AID 1817); Siah-1 / rhodamine-plectin peptide fluorescence polarization; higher % means a stronger effect; one-dose displacement, % at 20 µM; IC50 in µM for titrated hits; 290,000 compounds, 0.02% hits;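 active means displacement of at least 50% at 20 µM, with a fluorescence ratio check between 0.3 and a set limit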;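 further: plate controls were Siah plus tracer with DMSO for no effect and tracer alone without Siah for full effect; strong numbers were not always called active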
# KOR beta-arrestin-1: KOR antagonists, beta-arrestin recruitment, cell-based, luminescence, uHTS (AID 1778). inhibition, % at 10 µM; hits with a dose series show IC50 in µM. KOR beta-arrestin recruitment, luminescence, antagonist mode; higher % means a stronger effect. 290,000 compounds, 0.091% hits; further: strong numbers were not always called active
# LYP inhibition: inhibitors of LYP phosphatase, biochemical, fluorescence intensity, uHTS (AID 1779); recombinant LYP phosphatase, fluorescence intensity; higher % means a stronger effect; inhibition, % at 11.5 µM, or IC50 in µM where a hit was titrated; 290,000 compounds, 0.054% hits;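 further: plate controls were vehicle with enzyme for no effect and no enzyme for full effect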
# PhoP inhibition: PhoP-dependent GFP reporter repression – Salmonella Typhimurium, primary screen (AID 1863). S. Typhimurium PhoP-regulated promoter GFP reporter, 4 h; higher % means a stronger effect. inhibition, % at 50 µM, or IC50 in µM where a hit was titrated. 300,000 compounds, 0.16% hits;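 active means inhibition over 29.93%, a cutoff 3 SD above the screen mean, later confirmed by dose response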;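 further: 0% = low Mg2+ inducing control and 100% = high Mg2+ repressing control; strong numbers were not always called active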
# NOD1 inhibition: inhibition of NOD1-driven NF-kB reporter – cell-based, luminescence, uHTS, primary screen (AID 1578). NOD1-driven NF-kB luciferase reporter cells, luminescence; higher % means a stronger effect. one-dose inhibition, % at 4 µM; EC50 in µM for titrated hits. 290,000 compounds, 1% hits; in the data active means inhibition mostly above about 36%, no sharp cut-off; inactive means mostly below about 34%;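 further: HEK-293T reporter cells stimulated with the NOD1 agonist gamma-tri-DAP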
# NOD2 inhibition: NOD2 signaling inhibitors, cell-based, luminescence, uHTS, HEK293 (AID 1566). HEK293 NOD2/NF-kB luciferase reporter, luminescence; higher % means a stronger effect. one-dose inhibition, % at 4 µM; EC50 in µM for titrated hits. 290,000 compounds, 0.63% hits; further: many of its hits are not listed in these tables
# KOR beta-arrestin-2: kappa opioid receptor activators – cell-based, luminescence, uHTS, primary screen (AID 1777); KOR beta-arrestin recruitment, luminescence; higher % means a stronger effect; one-dose activation, % at 10 µM; EC50 in µM for titrated hits; 280,000 compounds, 0.02% hits; in the data active means activation above about 50%, passing the limit was not always enough; further: a part of the inactive calls stands beside numbers as strong as those of hits
# Myeloid diff MLP GFP+ MAC1+ %: also measured in Myeloid diff MLP; calls as there; GFP+ MAC1+ double positive, %; measured here: differentiation confirmed by MAC1 staining
# * marks the source's active call; other numbers are inactive results; i = inactive; . = no result given; + = active, no number; [ ] = dose if it differs, or a comment. Unless noted, no stated cut-off is given here; in the data, active means inhibition above about 50%; inactive means the rest.
SMILES,Myeloid diff MLP,Myeloid diff MLP GFP+ MAC1+ %,HIV peptide binding,Siah-1 displacement,KOR beta-arrestin-1,LYP inhibition,PhoP inhibition,NOD1 inhibition,NOD2 inhibition,KOR beta-arrestin-2
O=C(COc1ccccc1Cl)Nc1ccc(C(=O)N2CCCCC2)cc1,i,0.3,1.2%,3%,-34%[20 µM],-5%,4%,1%,28%,-1.0%
CCOC(=O)C1=NNC(C(=O)c2ccc(C)cc2)C1c1ccc(C)cc1 (stereo not drawn),i,0.6,-0.6%,-2%,-17%,2%,-8%,-2%,7%,5.3%
Nn1c(SCc2cccc(C(F)(F)F)c2)nnc1-c1ccco1,i,0.6,0.9%,-4%,48%,-5%,-3%,17%,-14%,-3.9%
CSc1ccccc1NC(=O)CN(c1ccccc1)S(=O)(=O)N(C)C,i,1.0,-1.6%,-6%,2%,-2%,-2%,10%,5%,-0.9%
Cc1ccc(-c2nnc(CSc3nc(C)nc4sc(C)c(C)c34)o2)cc1,.,.,0.8%,-5%,-10%,0%,.,43%,28%,8.4%
COC(=O)c1sc(NC(=O)CSc2nnnn2-c2cccc(OC)c2)nc1C,i,2.0,-1.6%,9%,-42%,2%,4%,-11%,-16%,2.4%
COc1ccc2oc(C(=O)N(C)CCOc3ccccc3)c(C)c2c1,.,.,0.7%,3%,21%,-7%,5%,-61%,2%,4.4%
C=CCN=C(NC#N)SCC(=O)NC(C)(C)C,i,1.2,0.9%,-2%,-16%,-6%,0%,2%,-16%,-4.9%
Cn1c(=O)c(/C=C/c2ccc(F)cc2)nc2ccccc21,i,0.8,26%,-6%,-39%,5%,-4%,-52%,-112%,0.8%
COc1ccc(C(=O)N/C(=C\c2cccs2)C(=O)N2CCN(C)CC2)cc1OC,i,0.7,-1.6%,-2%,-15%,-2%,2%,-14%,-5%,4.6%
Cc1nc(SCC(=O)Nc2ccccc2)c2oc3ccccc3c2n1,i,0.8,-3.0%,-4%,17%,-1%,-5%,-73%,-3%,-2.2%
Cc1nnc(SCC2=C(C(=O)O)N3C(=O)C(NC(=O)Cn4nc(C(F)F)cc4C)C3SC2)s1 (stereo not drawn),i,0.4,12%,4%,18%,2%,13%,-26%,2%,3.1%
Cc1c(Nc2nc(-c3ccccc3)cs2)c(=O)n(-c2ccccc2)n1C,i,0.4,0.5%,15%,1%,-5%,6%,-34%,6%,1.7%
O=C(OC1CCOC1=O)c1ccc(NS(=O)(=O)c2cccs2)cc1 (stereo not drawn),i,0.3,0.6%,0%,17%,-6%,6%,-23%,16%,-3.1%
COc1cc2c(cc1OC)C(c1cc(Br)ccc1F)N(C(=O)CCl)CC2 (stereo not drawn),i,0.6,-0.8%,-1%,-10%,-5%,4%,37%*,-38%,0.1%
COCCNC(=S)N(CCc1c(C)[nH]c2ccc(F)cc12)Cc1ccc(C)cc1,i,0.4,0.8%,4%,3%,6%,-8%,-1%,10%,-0.8%
Nc1c(NCCN2CCCCC2)c2ccccc2oc1=O,i,0.3,-3.4%,-2%,-5%,-6%,-9%,16%,-14%,4.4%
Cc1cc(=O)oc2c1c(C)nn2-c1ccc(Cl)cc1,i,0.3,1.4%,1%,-26%[20 µM],-5%,8%,-18%,19%,-9.1%
O=C(Nc1ccc(O)cc1)c1cc2ccccc2c(=O)s1,i,0.3,0.8%,-6%,3%[20 µM],1%,-2%,-2%,-30%,-1.5%
Cc1ccnc(NS(=O)(=O)c2ccc(NC(=O)C3CCCO3)cc2)n1 (stereo not drawn),i,9.0,0.7%,1%,5%,-5%,3%,-7%,8%,17%
COC(=O)Cn1c2ccccc2c2nc(=O)cc(C)n21,i,0.1,-1.1%,1%,-16%,0%,-6%,-14%,15%,-1.1%
S=C(NCCc1ccccn1)Nc1cc(Cl)cc(Cl)c1,i,0.2,-1.0%,-4%,-4%,-8%,11%,0%,5%,1.8%
CCOC(=O)CN(c1ccccc1)S(=O)(=O)c1ccc(F)cc1,i,0.2,-1.9%,-3%,-13%,-1%,-3%,-35%,11%,-0.6%
O=C(N=Nc1c(O)[nH]c2ccc([N+](=O)[O-])cc12)c1cc(-c2ccccc2Cl)nc2ccccc12,i,0.0,2.1%,-1%,6%,8%,-6%,14%,16%,1.7%
CCOC(=O)N1CCC(NC(=O)c2ccc(CS(=O)(=O)c3ccccc3C)o2)CC1,i,2.1,-0.6%,-3%,-40%,-6%,2%,8%,-5%,0.9%

# An excerpt from above in order of their number in KOR beta-arrestin-2, largest number first:
mol	Myeloid diff MLP GFP+ MAC1+ %	HIV peptide binding	Siah-1 displacement	KOR beta-arrestin-1	LYP inhibition	PhoP inhibition	NOD1 inhibition	NOD2 inhibition	KOR beta-arrestin-2
Cc1nnc(SCC2=C(C(=O)O)N3C(=O)C(NC(=O)Cn4nc(C(F)F)cc4C)C3SC2)s1 (stereo not drawn)	0.4	12%	4%	18%	2%	13%	-26%	2%	3.1%
COc1cc2c(cc1OC)C(c1cc(Br)ccc1F)N(C(=O)CCl)CC2 (stereo not drawn)	0.6	-0.8%	-1%	-10%	-5%	4%	37%*	-38%	0.1%
COCCNC(=S)N(CCc1c(C)[nH]c2ccc(F)cc12)Cc1ccc(C)cc1	0.4	0.8%	4%	3%	6%	-8%	-1%	10%	-0.8%

# Continuation.
SMILES,Myeloid diff MLP,Myeloid diff MLP GFP+ MAC1+ %,HIV peptide binding,Siah-1 displacement,KOR beta-arrestin-1,LYP inhibition,PhoP inhibition,NOD1 inhibition,NOD2 inhibition,KOR beta-arrestin-2
Cc1ccc(Cn2nnc3c(=O)[nH]c(C4CCN(S(=O)(=O)c5ccc(S(=O)(=O)NC6CC6)cc5)CC4)nc32)cc1,i,2.0,-0.2%,0%,-17%,4%,10%,-10%,7%,-5.1%
Cc1ccc(C(c2nnnn2CCc2ccccc2)N2CCSCC2)cc1 (stereo not drawn),i,0.5,-1.2%,-4%,-8%,-5%,1%,-7%,-3%,14%
CC1CN(C(=O)Cc2ccc(-c3ccccc3)cc2)CC(C)O1 (stereo not drawn),i,5.6,-3.8%,1%,-32%,-4%,-3%,23%,2%,10%
Cc1ccc(C(=O)N(CC#N)CC#N)cc1C,i,0.0,-1.9%,-3%,-7%,-9%,-5%,-16%,18%,-4.9%
Cc1nc(SCCc2ccccc2)[nH]c(=O)c1C,i,0.4,-0.8%,15%,-39%,-13%,-1%,-31%,-5%,-6.3%
CCC(=O)NCc1cc(-c2nn(C)c(=O)c3ccccc23)ccc1OC,i,0.4,-0.1%,-1%,-9%[20 µM],-4%,2%,-47%,6%,.
CCCCNC(=O)CCN1N=C(c2ccccc2)CCC1=O,.,.,0.2%,7%,-16%,-4%,-1%,-26%,15%,-0.5%
COc1ccc(/C=C2\SC(=S)N(CCCC(=O)N3CCCCC3CCO)C2=O)cc1 (stereo not drawn),+,0.9*,1.0%,9%,-19%,0%,-5%,0%,15%,9.5%
Nc1ncnc2nc(Sc3ccc(Cl)cc3)[nH]c12,i,0.3,-2.5%,2%,30%,-7%,6%,-12%,10%,-2.4%
O=C(O)COc1ccc(Br)cc1/C=N/O,i,1.0,-0.5%,5%,-51%,-12%,-12%,5%,14%,-0.8%
Cc1cccn2c(NCc3ccc4c(c3)OCO4)c(-c3ccc(O)cc3)nc12,i,0.0,-1.5%,2%,-13%,1%,2%,-11%,14%,-1.2%
Nn1c(SC/C=C/c2ccccc2)nnc1-c1ccco1,i,0.4,3.5%,4%,-27%,-5%,-9%,-6%,16%,6.0%
COc1ccc(C2=NO[C@@H]3C(=O)N(C4CCCCC4)C(=O)[C@H]23)cc1OC,i,2.9,0.8%,1%,-62%,0%,4%,-13%,5%,1.9%
COC(=O)C(Cc1cnc(Cl)s1)(C(=O)OC)c1ccccc1[N+](=O)[O-],i,2.3,-0.3%,0%,16%,-3%,-9%,0%,3%,-3.1%
C/C(=C\C(=O)c1ccc(Br)cc1)NCc1ccccc1,i,0.7,0.6%,1%,-50%,-8%,4%,-59%,-27%,0.0%
Cc1cc(C)c(OCCCCCNCCO)c(C)c1,i,5.5,1.3%,-3%,-17%,1%,-3%,-6%,-27%,-1.3%
Cc1cccc(CN2C(=O)NC(c3ccccc3)(c3ccccc3)C2=O)c1,i,0.6,1.0%,5%,6%,1%,0%,-7%,-3%,-2.9%
Cc1cc(C)cc(NC(=O)CN2CCN(c3ccccc3)CC2)c1,i,1.8,-0.2%,-6%,17%,-7%,2%,25%,-8%,3.7%
CC(C)c1nnc(NC(=O)C2CCCN2C(=O)Nc2ccccc2F)s1 (stereo not drawn),i,0.5,-1.2%,-6%,-6%[20 µM],-10%,5%,15%,-8%,-2.1%
COc1cccc(-n2c(=O)n(Cc3ccccc3)c(=O)c3[nH]cnc32)c1,i,0.9,-0.4%,0%,46%,-8%,6%,4%,8%,-1.9%
COCCn1nnnc1CN1CCN(c2cccc(C(F)(F)F)c2)CC1,i,0.5,3.5%,1%,6%,-10%,7%,22%,11%,-3.1%
COc1ccc2[nH]c(C(=O)N(C)c3ccc(F)cc3F)cc2c1,i,0.9,-1.5%,0%,14%,-2%,4%,-9%,14%,3.8%
Cc1cccc(OCC(=O)Nc2ccc3c(c2)nc(CCN2CCN(C)CC2)n3C)c1,i,1.0,-0.7%,-3%,-24%,3%,0%,1%,14%,-4.4%
COc1cccc(N2CCN(C(=O)CCc3nnc4ccc(N5CCCC5)nn34)CC2)c1,i,4.1,-1.3%,-1%,0%,-9%,-6%,-40%,-2%,-3.4%
COc1ccccc1CC(=O)NNC(=O)c1ccc(C(C)(C)C)cc1,i,0.4,-0.7%,8%,-6%,-9%,2%,-39%,-10%,-3.8%

# Following part:
SMILES,Myeloid diff MLP,Myeloid diff MLP GFP+ MAC1+ %,HIV peptide binding,Siah-1 displacement,KOR beta-arrestin-1,LYP inhibition,PhoP inhibition,NOD1 inhibition,NOD2 inhibition,KOR beta-arrestin-2
CCC(C)CCN1C(Nc2ccccc2)=NC[C@@H]1Cc1ccccc1 (stereo partly drawn),i,0.6,-0.3%,-3%,-5%[20 µM],-16%,1%,-9%,4%,-5.3%
COc1cc(NC(=S)N2CCN(CCO)CC2)c(OC)cc1Cl,i,0.7,0.6%,1%,-4%,2%,6%,-36%,-6%,5.7%
N#CCC(=O)Nc1ccc(C(=O)OCC(=O)NCCCc2ccccc2)cc1,i,0.3,-0.1%,-1%,9%,-8%,-5%,5%,23%,-2.0%
Cc1cc(C(=O)Oc2ccccc2C(=O)O)c(C)o1,i,0.0,2.7%,7%,9%,-6%,-14%,-11%,6%,-2.0%
O=C(C(NS(=O)(=O)c1cccs1)c1ccccc1)N1CCN(c2ccccc2)CC1 (stereo not drawn),i,8.2,12%,3%,-22%,3%,-12%,2%,8%,3.0%
CC(C)NC(=O)NC(=O)COC(=O)/C=C/c1ccccc1[N+](=O)[O-],i,0.2,-2.0%,6%,-11%,-2%,5%,-32%,17%,-10%
Cc1ccc(C(=O)Nc2c(C)cc(-c3ccc(Cl)cc3)oc2=O)cc1,i,0.5,-0.1%,4%,-11%,-10%,11%,11%,11%,2.1%
Cc1ccccc1-c1ccc(=O)n(CC(=O)Nc2ccc(N3CCOCC3)cc2)n1,i,1.1,-2.2%,0%,11%,4%,7%,-7%,6%,3.6%
COC(=O)N/N=C/c1ccc(OCCSc2ccc(Cl)cc2)c(OC)c1,i,0.5,-2.8%,-3%,-9%,-8%,17%,24%,13%,13%

# Bioassay records deposited in PubChem BioAssay by several laboratories.

# Not all compounds are listed; count on the stated rates, not on these rows.
